USP2a block: qHTS Assay for Inhibitors of Ubiquitin-specific Protease USP2a Using CHOP2 as the Reporter | actives 0.01% (n = 330,000) | Potency, µM (doses to about 38.3 µM), for the others: at the top dose activity change, negative = inhibition, usual class: inhibitors | Ubiquitin carboxyl-terminal hydrolase 2 (Homo sapiens), O75604 | USP2 core, Ub-CHOP2 coupled fluorogenic reporter, 485/531;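 also: potency is read from the fitted curve at half-maximal effect; plate controls were DMSO wells for no effect and full inhibition by NEM control for full effect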
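Deubiquitinase activity read as fluorescence (485/531 nm) after Ub-CHOP2 cleavage activates the enterokinase reporter on its substrate; USP2 core 10nM, Ub-CHOP2 and substrate 25nM each, 30min compound preincubation then 60min RT; data normalized to NEM, curves fitted.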
Eya2 phos inh: qHTS Assay for Inhibitors of the Phosphatase Activity of Eya2; Protein phosphatase EYA2 (Homo sapiens), O00167; recombinant Eya2, OMFP fluorescence dephosphorylation (OMFP is methylfluorescein phosphate); Potency, µM (doses to about 76.9 µM), without a hit: at the top dose activity, negative = inhibition, actives largely listed as inhibitors; actives 0.006% (n = 330,000); AID 488837, 2010; also: potency is read from the fitted curve at half-maximal effect
Target sequence (O00167 whole entry, looked up): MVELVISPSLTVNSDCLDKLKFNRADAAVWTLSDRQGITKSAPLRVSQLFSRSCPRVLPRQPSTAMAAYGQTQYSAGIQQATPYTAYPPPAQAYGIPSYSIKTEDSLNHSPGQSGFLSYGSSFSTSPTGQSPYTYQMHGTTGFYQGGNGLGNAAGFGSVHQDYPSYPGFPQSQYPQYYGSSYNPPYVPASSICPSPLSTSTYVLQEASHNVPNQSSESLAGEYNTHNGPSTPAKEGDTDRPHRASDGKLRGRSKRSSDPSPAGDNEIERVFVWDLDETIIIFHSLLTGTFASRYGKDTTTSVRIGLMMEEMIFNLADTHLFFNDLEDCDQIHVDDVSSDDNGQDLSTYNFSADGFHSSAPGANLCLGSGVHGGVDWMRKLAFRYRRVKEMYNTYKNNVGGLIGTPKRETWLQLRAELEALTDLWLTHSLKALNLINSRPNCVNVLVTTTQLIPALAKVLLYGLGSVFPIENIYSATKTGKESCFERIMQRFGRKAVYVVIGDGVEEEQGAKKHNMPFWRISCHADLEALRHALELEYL
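Eya2 (0.2 uM) preincubated 10 min at ambient with compound, then OMFP substrate added at 50 uM; 10 min reaction in 50 mM HEPES pH 7.5, 50 mM NaCl, 5 uM MgCl2, 0.05% BSA, 1 mM DTT. Fluorescence read at Ex 485/Em 525 nm.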
KCNH2 3.1 block: qHTS for Inhibitors of KCHN2 3.1: Mutant qHTS. Potassium voltage-gated channel subfamily H member 2, brain isoform KCNH2 3.1 (human). U2OS KCNH2 3.1, thallium flux FluxOr; active compounds read low. activity change, % (tested at about 1.8 µM). actives 0.95% (n = 340,000). AID 720553, 2013;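 active = maximum activity change below -70%; inconclusive = maximum activity change from -70% to -50%; inactive = maximum activity change above -50%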;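 also: thallium influx rate constant from kinetic fluorescence after stimulation buffer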
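Channel expression came from 3.1 mutant virus (1.77 x 10^8 /mL) applied to suspended U2OS cells for 4 h. Flux was tracked with FluxOr dye plus Red40 quencher, and kinetic rate constants normalized to controls.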
Giardia killer: Small Molecules that selectively kill Giardia lamblia: qHTS; actives 0.15% (n = 340,000); Giardia lamblia trophozoite viability; activity change, % at 7.66 µM, hits read low; in the data active = activity change below about -80%; inconclusive = between about -30% and that limit;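 also: parasites exposed to compound for two days anaerobically before the ATP read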
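Viability, read as ATP luminescence: trophozoites at 100 cells/well, compound added, 48 hrs anaerobic at 37 deg C, then 15-30 min room-temperature development before reading.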
uPA generation: qHTS for Inhibitors of Cell Surface uPA Generation. cell surface uPA generation assay, qHTS. Potency, µM (doses to about 38.3 µM), without a hit: at the top dose activity change, negative = inhibition, usual class: inhibitors. actives 0.31% (n = 330,000). AID 540303, 2011; active = well fitted inhibition curve with a large enough effect; inconclusive = small, poorly fitted or top-dose-only effect; inactive = no such curve, though single readings can be large or run the other way; tested in mouse RAW 264.7 cells; also: potency is read from the fitted curve at half-maximal effect; nearly all actives have a fitted effect of over 55% in size
BCR signal inh: qHTS Assay to Find Inhibitors of Chronic Active B-Cell Receptor Signaling; ABC-DLBCL IkBa-CBG/CBR reporter, luminescence ratio, 4 h; AID 493014, 2011; Potency, µM (top dose mostly 46.1 µM), for the others: at the highest dose ratio change, negative = lower green/red ratio, usual class: inhibitors; actives 0.05% (n = 340,000); active = well fitted inhibition curve with a large enough effect in the signal ratio, with a control signal flat, not every such curve was filed as active; inconclusive = small, poorly fitted or top-dose-only effect, or effect the other way, or a change in a side signal; the % refers to the signal ratio;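 also: potency is read from the fitted curve at half-maximal effect; plate controls were basal doxycycline-induced cells for no effect and cells given 10 µM MG132 for full effect; MG132 reads +100%, hits lower the ratio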
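TMD8 human ABC-DLBCL cells with doxycycline-inducible IκBα–green luciferase fusion and unfused red luciferase, in 0.5% FBS medium; compounds up to 46 uM, 4 h at 37C. Green/red luminescence ratio, filter-overlap corrected, fitted to concentration-response curves.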
B2AR arrestin: qHTS assay of beta-arrestin-biased ligands of beta2-adrenergic receptor. beta-arrestin recruitment to beta2AR, cell-based reporter. Potency, µM (titrated, usually from 46.1 µM), for inactives: at the highest dose activation, actives largely listed as activators. actives 0.02% (n = 330,000);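 also: potency is read from the fitted curve at half-maximal effect; 0% = DMSO controls and full agonism = EC100 isoproterenol or metaproterenol; nearly all actives have a fitted effect of over 65% in size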
Target sequence (P07550 whole entry, looked up): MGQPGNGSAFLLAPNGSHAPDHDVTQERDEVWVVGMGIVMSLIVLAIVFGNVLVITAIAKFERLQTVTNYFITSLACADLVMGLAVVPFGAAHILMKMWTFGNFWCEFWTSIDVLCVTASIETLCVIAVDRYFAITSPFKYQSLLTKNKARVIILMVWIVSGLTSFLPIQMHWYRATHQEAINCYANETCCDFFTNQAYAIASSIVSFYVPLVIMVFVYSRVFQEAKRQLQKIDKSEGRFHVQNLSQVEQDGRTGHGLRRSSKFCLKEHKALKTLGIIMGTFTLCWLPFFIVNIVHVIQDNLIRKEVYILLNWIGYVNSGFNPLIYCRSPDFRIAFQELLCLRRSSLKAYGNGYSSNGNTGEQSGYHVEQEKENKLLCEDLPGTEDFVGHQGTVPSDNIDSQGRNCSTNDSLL
FBPA coupling cs: qHTS Assay for Inhibitors of Fructose-1,6-bisphosphate Aldolase from Giardia Lamblia: Coupling assay counterscreen | coupling enzyme system counterscreen, AmpLite Red fluorescence | activity change, negative = inhibition, % at 58.2 µM, hits read low | actives 0.67% (n = 290,000) | AID 2472, 2010; in the data active = activity change below about -30%
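Final compound at 57.5 uM, incubated 10 min at RT with coupling enzyme reagent (glyceraldehyde-3-phosphate), then 20 min with substrate and AmpLite Red detection. Fluorescence read at 525/598 nm; tests interference with the coupling assay, not aldolase inhibition.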
PKM2 activator: qHTS Assay for Activators of Human Muscle isoform 2 Pyruvate Kinase; Pyruvate kinase PKM (Homo sapiens), P14618; purified PKM2, Kinase-Glo ATP luminescence, activation; response scale: 0% is enzyme alone, no compound; Potency, µM (top dose mostly 57.5 µM), for the others: at the top dose activation, hits mostly activators; actives 0.34% (n = 260,000); also: potency is read from the fitted curve at half-maximal effect; nearly all actives have a fitted effect of over 55% in size
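Kinase-Glo luminescence reports ATP generated from ADP (0.1 mM) and PEP (0.5 mM) by purified hPK-M2 after 1 h at room temperature, pH 7.2 imidazole buffer; intermediate enzyme activity allows detecting inhibitors and activators.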
KCNH2 WT inh: qHTS for Inhibitors of KCHN2 3.1: Wildtype qHTS; Voltage-gated inwardly rectifying potassium channel KCNH2 (Homo sapiens), Q12809; U2OS, BacMam KCNH2, thallium flux FluxOr; active compounds read low; activity change, % at 1.84 µM; actives 0.37% (n = 340,000);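 active = maximum activity change below -70%; inconclusive = maximum activity change between -70% and -50%; inactive = maximum activity change above -50%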
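U2OS cells were transduced with wild-type KCNH2 virus (2.03 x 10^8 / mL) for 4 h at room temperature, then cultured overnight at 37 C. Thallium flux was read with FluxOr dye. Rate constants were normalized to DMSO controls.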
GALK inh: qHTS Assay for Inhibitors of Human Galactokinase (GALK); P51570; Purified GALK, Kinase-Glo residual ATP luminescence; Potency, µM (top dose mostly 57.5 µM), inactives show at the top dose activity change, negative = inhibition, most hits filed as inhibitors; actives 0.007% (n = 270,000); also: potency is read from the fitted curve at half-maximal effect
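Quantitative HTS: GALK 5 nM, ATP 35 uM, galactose 100 uM, 1 h room temperature, then luciferase-based ATP detection.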
Numbers without * were called inactive; ? = inconclusive; nt = no result given; [ ] = remark or other dose. Unless noted, calls follow the shape of the dose curve; as a rule, active = well fitted curve in the direction sought with a large enough effect; inconclusive = small, poorly fitted or top-dose-only effect, or another doubt; inactive = no such curve, though single readings can be large; an effect the other way counts as inactive or inconclusive. Unless noted, % is scaled to controls: 0 for no effect and ±100 for the full control effect.

SMILES	USP2a block	Eya2 phos inh	KCNH2 3.1 block	Giardia killer	uPA generation	BCR signal inh	B2AR arrestin	FBPA coupling cs	PKM2 activator	KCNH2 WT inh	GALK inh
Cc1cccc[n+]1CC(=O)N1c2ccccc2Sc2ccccc21	0%	1%	-11	3	-2%	-7%	-0.2%	0	2%	-6	-1%
CCN(c1ccccc1)S(=O)(=O)c1ccc(C(=O)Nc2ccncc2)cc1	-1%	7%	4	7	-2%	0%	0.0%	nt	nt	8	nt
COCCOc1nc2ccccc2nc1C	2%	2%	-8	-18	3%	-12%	-1.1%	0	4%	2	-2%
O=C(Nc1ccc(NC(=O)c2ccccc2Cl)nc1)c1ccncc1	1%	5%	3	0	10%	?	-0.4%	0	-2%	nt	4%
O=C(CSc1cccc(C(F)(F)F)c1)NC(=O)NCc1ccco1	-2%	-3%[15.4 µM]	6	-6	-4%	2%	0.2%	1	-22%	-1	3%
C=CCn1c(C)cc(C(=O)CSc2nnc(NC(C)C)s2)c1C	-1%	12%	17	-11	6%	-1%	-3.2%	-1	-9%	2	-2%
CCCc1ccc(C(=O)COC(=O)CN2C(=O)NC3(CCCCC3C)C2=O)cc1 (configuration not stated)	2%	-14%	-11	7	-3%	-1%	-0.2%	nt	nt	-5	nt
S=C(NCC1(c2ccccc2)CCCC1)Nc1ccccc1	2%	-6%	-27	8	-14%	2%	0.5%	0	nt	3	1%
COc1ccc2sc(NC(C)=O)nc2c1	-1%	6%	-13	-3	-2%	?	0.3%	4	-3%	-2	-2%
CCOc1ccc2nc(Cl)c(CN(C(=O)c3cnccn3)C3CCCC3)cc2c1	-2%	13%	-1	-17	1%	?	0.4%	-7	11%	2	7%
N#Cc1ccc(OCc2nnc3n2CCCCC3)cc1	0%	25%	0	-7	18%	0%	0.8%	-3	-7%	6	12%
CC(C)NC(=S)N1CCCN(c2ncccc2[N+](=O)[O-])CC1	0%	-1%	4	3	-15%	-2%	-0.2%	0	nt	1	nt
c1coc(CNc2nc3ccccc3s2)c1	-8%	-8%	-3	-4	-6%	-1%	-0.7%	-1	nt	10	-1%
CC(C)(O)C#Cc1ccc(C(=O)N2CCN(c3ccc([N+](=O)[O-])cc3)CC2)cc1	3%	16%	-31	-4	-9%	-4%	0.0%	1	4%	3	4%
CCOc1ccccc1C(=O)Nc1ccsc1C(=O)OC	0%	-2%	-16	14	-9%	?	-0.2%	0	0%	-10	0%
CC(=O)N/C(=C\c1ccccc1)C(=O)OCc1ccc(C)cc1	2%	12%	8	8	8%	?	-0.6%	nt	0%	3	6%
COc1ccccc1OC(C)C(=O)N(Cc1ccco1)C1CCS(=O)(=O)C1 (configuration not stated)	2%	13%	15	27	5%	11%	0.1%	2	-1%	3	nt
CC(Sc1nnnn1C)C(=O)Nc1ccc2c(c1)OCCO2 (configuration not stated)	1%	8%	2	10	nt	0%	0.1%	1	-1%	-2	-1%
CCNC(=O)c1nc[nH]c1C(=O)NCC	-1%	4%	1	-30	-6%	3%	0.5%	3	6%	-5	5%
Cc1ccsc1C(=O)OCC(=O)NC1CC1	5%	14%	10	12	2%	1%	-0.1%	nt	nt	-5	nt
O=C(NCc1ccccc1)c1ccc2c(c1)C(=O)N(Cc1cccnc1)C2=O	-3%	-7%	19	-18	0%	3%	0.1%	nt	nt	1	1%
O=S(=O)(NCC1CCCO1)c1ccc(Cl)cc1 (configuration not stated)	0%	-9%	5	-10	5%	0%	-0.1%	2	4%[11.5 µM]	-13	7%
c1ccn2c(SCc3ccc4c(c3)OCO4)nnc2c1	-1%	11%	1	5	-3%	-4%	0.3%	3	6%	2	0%
COc1ccc(C(C)=O)cc1CSc1ccc2c(c1)OCCO2	1%	-10%	-16	2	-1%	-1%	0.4%	1	2%	-5	1%
Cn1c(N)c(C(=O)c2cc(-c3ccccn3)nc3ccccc23)c(=O)[nH]c1=O	4%	1%	0	8	3%	?	-0.4%	0	-1%	-101*	1%
Cc1cccc(OCc2nnc(SCC(=O)N(c3ccccc3)C3CCS(=O)(=O)C3)o2)c1 (configuration not stated)	2%	0%	22	13	-11%	5%	0.1%	nt	nt	7	nt
O=c1[nH]c(C2CCN(S(=O)(=O)Cc3ccccc3)CC2)nc2c1nnn2Cc1cccc(Cl)c1	0%	-3%	-27	-21	-4%	-4%	0.2%	0	nt	-5	-1%
O=C(CCN1CCOCC1)c1ccccc1	-1%	4%	13	6	-1%	-11%	-0.5%	4	0%	3	3%
Cc1cc(=O)[nH]c(SCc2cc(Cl)ccc2OC(F)F)n1	0%	-2%	10	-7	2%	-5%	-1.0%	5	3%	-6	6%
CCC(C)NCCOCCOc1ccc(Br)cc1C (configuration not stated)	-1%	-6%	-2	-13	2%	?	-0.3%	-1	-16%	16	2%
COc1ccc(/C=N/N2CCN(C3c4ccccc4-c4ccccc43)CC2)cc1O	-3%	2%	13	13	-3%	11%	-0.3%	0	22%	-4	0%
Cc1cc(F)ccc1S(=O)(=O)N1CCCOC1CNC(=O)C(=O)NCc1cccnc1 (configuration not stated)	3%	12%	-5	20	0%	?	-0.8%	nt	-1%	-4	-3%
CCN(CC)C(=O)CSc1nc(-c2ccco2)cc(C(F)(F)F)c1C#N	0%	-2%	-6	5	-4%	0%	0.2%	3	1%	0	0%
CCn1c(SCc2nc3cc(OC)c(OC)cc3c(=O)[nH]2)nc2ccccc21	1%	12%	24	-10	2%	9%	-0.8%	2	-1%	3	-1%
NC(=O)C1CCN(C(=O)CN(c2ccc3c(c2)OCCO3)S(=O)(=O)c2ccccc2)CC1	0%	5%	10	1	-9%	-6%	0.1%	nt	nt	4	nt
Cc1nc2ccc(S(=O)(=O)NCC(=O)N3CCN(c4ccccc4)CC3)cc2s1	-1%	-5%	0	8	19%	0%	-3.2%	5	8%	4	0%
Cc1ccc(S(=O)(=O)CCC(=O)NCCN2C(=O)S/C(=C\c3ccccc3)C2=O)cc1	-5%	0%	10	6	-6%	?	0.2%	4	1%	-4	3%
O=C(O)c1cccc(S(=O)(=O)N2CCSCC2)c1	1%	-3%	-5	-3	-3%	?	0.0%	5	-2%	0	6%
COc1ccc(N2CCN(Cc3nc(Cc4cccc(F)c4)no3)C(C)C2)cc1 (configuration not stated)	-3%	-2%	-3	-10	5%	5%	0.1%	-4	0%	-14	2%
CC(C)(C)C1CCc2c(C(=O)NNC(=O)/C=C/C(=O)O)csc2C1 (configuration not stated)	-2%	-21%	-12	14	0%	13%	0.0%	6	14%	5	0%
CCCCCCn1c(-c2ccco2)nc2oc3cc(OC)ccc3c(=O)c2c1=O	2%	3%	2	1	nt	-1%	0.4%	1	0%	-7	-4%
COc1ccccc1-n1c(SC)nc(O)cc1=O	3%	1%	1	6	-12%	?	0.0%	7	-15%	-2	2%
Cn1cnc2c1c(=O)[nH]c(=O)n2Cc1ccccc1	0%	-2%	5	-14	4%	-4%	0.3%	0	5%	0	0%
O=C(O)CCCC(=O)Nc1ccn(-c2ccccc2)n1	1%	-6%	24	20	2%	?	-0.2%	4	-4%	-14	-1%
CCOC(=O)N1CCN(C(=O)c2cc3c(=O)n4cccc(C)c4nc3s2)CC1	0%	4%	-1	3	-10%	-6%	0.1%	-1	5%	-1	16%
COC(=O)c1sccc1NC(=O)/C=C/c1ccc(Cl)cc1Cl	1%	3%	30	21	0%	-9%	0.1%	2	14%	6	-1%
COc1ccc2c(c1)C1(Nc3ccccc3C(=O)N1c1ccccc1)C(=O)N2 (configuration not stated)	0%	-3%	-20	9	-1%	-1%	-0.2%	0	0%	7	12%
Fc1ccc(-c2nc3ccncc3[nH]2)cc1	1%	-13%	2	-2	-1%	?	0.2%	0	-32%	11	1%

Source: PubChem BioAssay (National Center for Advancing Translational Sciences (NCATS))

This is a random part of the collection; overall some 2.4% were active at least once.
